SSB-PriA inh: inhibitors of Klebsiella pneumoniae PriA binding to SSB C-terminal tail, primary screen, biochemical, AlphaScreen | PriA–SSB C-terminal tail interaction (Klebsiella pneumoniae) | AlphaScreen SSBct-PriA binding, biotinylated peptide | inhibition, % at 33 µM | 430,000 tested, 0.6% active | AID 1272365, 2023; in the data active = inhibition mostly above about 37%, no sharp cut-off; inactive = mostly below about 20%;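 also: plate controls were negative control peptide for no effect and reference peptide for full effect; strong numbers were not always called active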
CCHF vOTU inh: CCHFV vOTU protease inhibitors, primary screen, biochemical, Pep-AMC substrate, fluorescence. 370,000 tested, 0.55% active. Crimean-Congo hemorrhagic fever virus L polyprotein viral ovarian tumor (vOTU) protease …. inhibition, % at 11.5 µM; in the data active = inhibition above about 30%; also: 0% = vehicle wells with enzyme and 100% = no enzyme wells
Anthrax LF inh2: Bacillus anthracis LF protease inhibitors, primary screen, biochemical, multiplex microsphere, MLPCN library. AID 588501, 2011. Lethal factor (Bacillus anthracis), P15917. multiplex microsphere protease cleavage assay. 360,000 tested, 0.12% active. inhibition, % at 10 µM; also: plate controls were buffer without enzyme for full effect and enzyme alone for no effect
Target sequence (P15917 whole entry, looked up): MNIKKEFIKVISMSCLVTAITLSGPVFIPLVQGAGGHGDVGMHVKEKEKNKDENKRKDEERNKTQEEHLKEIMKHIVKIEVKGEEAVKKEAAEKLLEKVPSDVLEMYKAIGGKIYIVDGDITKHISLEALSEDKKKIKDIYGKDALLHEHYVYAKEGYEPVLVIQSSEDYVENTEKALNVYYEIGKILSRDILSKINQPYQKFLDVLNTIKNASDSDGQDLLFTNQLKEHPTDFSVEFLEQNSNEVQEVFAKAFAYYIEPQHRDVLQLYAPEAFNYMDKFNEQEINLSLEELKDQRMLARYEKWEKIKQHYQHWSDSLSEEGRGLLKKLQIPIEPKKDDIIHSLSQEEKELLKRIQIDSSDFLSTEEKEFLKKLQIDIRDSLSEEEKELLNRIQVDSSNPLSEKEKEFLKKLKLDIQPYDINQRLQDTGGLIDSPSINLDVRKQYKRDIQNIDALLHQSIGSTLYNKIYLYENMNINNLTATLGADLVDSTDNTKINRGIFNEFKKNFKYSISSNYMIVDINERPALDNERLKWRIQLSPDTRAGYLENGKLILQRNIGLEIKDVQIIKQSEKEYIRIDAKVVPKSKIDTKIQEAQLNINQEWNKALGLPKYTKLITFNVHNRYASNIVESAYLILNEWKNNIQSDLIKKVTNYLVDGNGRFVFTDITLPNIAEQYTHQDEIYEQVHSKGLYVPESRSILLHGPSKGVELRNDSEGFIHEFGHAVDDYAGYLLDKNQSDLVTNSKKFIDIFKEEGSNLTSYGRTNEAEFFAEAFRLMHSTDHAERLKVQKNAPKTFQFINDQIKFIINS
MazF activator: activators of E. coli MazEF toxin-antitoxin RNase, primary screen, biochemical, fluorescence, uHTS; AID 504720, 2011; activation, % at 20 µM; 350,000 tested, 0.32% active; FAM/BHQ RNA-DNA oligo cleavage fluorescence, 5 h; in the data active = activation above about 50%
Target sequence (P0AE70 whole entry, looked up): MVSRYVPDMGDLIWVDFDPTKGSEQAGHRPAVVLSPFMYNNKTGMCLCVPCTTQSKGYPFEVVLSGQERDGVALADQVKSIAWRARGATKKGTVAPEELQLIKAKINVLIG
BoNT A protease: BoNT/A light chain protease inhibitors, primary screen, biochemical, flow cytometry, MLPCN library | multiplex microsphere protease substrate cleavage | inhibition, % at 10 µM | 360,000 tested, 0.17% active | AID 588499, 2011; also: plate controls were buffer without enzyme for full effect and enzyme alone for no effect
Rv3671c protease: Rv3671c serine protease inhibitors, primary screen, biochemical, fluorescence polarization, M. tuberculosis H37Rv | inhibition, % at 5.96 µM | 320,000 tested, 0.048% active; in the data active = inhibition above about 38%;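 also: extracellular domain of Rv3671c used as enzyme; 0% = enzyme with DMSO and 100% = no enzyme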
PrPC surface inh: inhibitors of human cell surface prion protein PrPC, primary screen, cell-based, TR-FRET; Major prion protein (Homo sapiens), P04156; inhibition, % at 13.8 µM; TR-FRET read-out; 370,000 tested, 0.43% active; in the data active = inhibition above about 24%; also: 0% = median of the test wells and 100% = reference compound wells
BoNT F protease: BoNT/F light chain protease inhibitors, primary screen, biochemical, flow cytometry, MLPCN library; AID 588497, 2011; inhibition, % at 10 µM; Botulinum neurotoxin type F light chain protease (Clostridium botulinum); 360,000 tested, 0.22% active; Multiplex microsphere protease cleavage assay; in the data active = inhibition above about 35%, passing the limit was not always enough; inconclusive = no clear call, values can overlap the other calls; also: plate controls were buffer without enzyme for full effect and enzyme alone for no effect
3CLpro inhibitor: SARS-CoV 3CLpro protease inhibitors, primary screen, biochemical, quenched FRET; 290,000 tested, 0.14% active; recombinant SARS-CoV 3CLpro, quenched FRET peptide cleavage; inhibition, % at 6 µM; AID 1706, 2009; in the data active = inhibition above about 12%
VHR inh abs: VHR1 phosphatase inhibitors, primary screen, biochemical, absorbance, uHTS; Dual specificity protein phosphatase 3 (Homo sapiens), P51452; 290,000 tested, 0.52% active; recombinant VHR phosphatase, pNPP absorbance; inhibition, % at 13.3 µM; in the data active = inhibition above about 50%; also: some compounds called inactive have numbers as strong as hits
Target sequence (P51452 whole entry, looked up): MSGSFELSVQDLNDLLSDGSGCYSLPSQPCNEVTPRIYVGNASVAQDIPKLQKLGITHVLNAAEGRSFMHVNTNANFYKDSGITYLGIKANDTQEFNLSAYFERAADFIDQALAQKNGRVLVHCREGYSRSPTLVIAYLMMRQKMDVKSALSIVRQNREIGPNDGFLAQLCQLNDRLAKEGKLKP
* hit, by the source's call; ? = inconclusive; . = no result given. Rule as the data show it, unless noted: active = inhibition above about 30%; inconclusive = no clear call, values can overlap the other calls; inactive = below that. This is a subset (hit frequency here may not be typical).

SMILES | SSB-PriA inh | CCHF vOTU inh | Anthrax LF inh2 | MazF activator | BoNT A protease | Rv3671c protease | PrPC surface inh | BoNT F protease | 3CLpro inhibitor | VHR inh abs
CCO[C@@H]1OC(C(=O)N2CCN(Cc3ccccc3)CC2)=C[C@H](C)[C@H]1CCCO | 5 | -4 | 9 | -1 | 0.5 | -14 | -5 | 2 | 6 | 3
CCC(NC(=O)c1ccccc1NC(=O)c1ccco1)C(=O)NC1CCCCC1 (centres undefined) | -1 | 2 | 3 | -1 | -0.4 | -12 | 4 | 1 | -2 | 18
O=C(NNC(=O)c1ccc(-c2ccccc2)cc1)Nc1ccccc1F | -2 | -4 | 0 | 10 | -3.1 | -7 | -4 | -7 | -4 | 32
NC(=O)CN1C(=O)C2C3C=CC(C3)C2C1=O (centres undefined) | -5 | -14 | -1 | 10 | -0.1 | -2 | -4 | -9 | -2 | -25
Cc1nnc(N2C(=O)c3cccc4cccc(c34)C2=O)s1 | -12 | -3 | 2 | 3 | 1.0 | -2 | -17 | 1 | 0 | 18
CN(Cc1ccon1)C(=O)CC1C(=O)NCCN1Cc1cccc(F)c1F (centres undefined) | -3 | 6 | -1 | -2 | -1.0 | -1 | 5 | -18 | 0 | 10
CCOC(=O)/C(=C\c1ccc(OC)c(OC)c1)C(=O)c1cccnc1 | -1 | 0 | 9 | -23 | -0.9 | 6 | 6 | 1 | 4 | 5
CSc1nc2c(cc1C#N)C(=O)CC(C)(C)C2 | -6 | -10 | -1 | 4 | 0.7 | 5 | -6 | 1 | -2 | -13
CCC(=O)N1CCC1(C)C(=O)Nc1cccc2c1CCCC2 (centres undefined) | . | 28 | -2 | . | -0.1 | . | 4 | 0 | . | .
COc1ccc(NC(=O)COc2ccc(-c3ccccc3)cc2)cc1 | -4 | 1 | -12 | 3 | -0.2 | -6 | 13 | -1 | . | .
CC(C)CC(=O)Nc1cc2c3c(c1)CCN3C(=O)CC2 | -13 | -5 | -1 | 3 | -1.4 | -4 | 5 | -1 | -4 | 2
CCCCNC(=O)CSc1ccc(S(=O)(=O)N2CCOCC2)cn1 | 4 | -6 | 6 | 5 | -0.2 | -9 | 0 | -1 | . | .
O=C(NCCNCC(O)COc1ccc(O)cc1)N1CCOCC1 (centres undefined) | -25 | -1 | 2 | 8 | -0.1 | . | 1 | -12 | . | .
Cc1cc(C)n(CC(O)COc2ccc(Cl)cc2)n1 (centres undefined) | 1 | 8 | 20 | -1 | -4.8 | 1 | 3 | -9 | 7 | 12
CCc1ccc(OCC(=O)N(C)CCC#N)c(Br)c1 | -17 | -19 | 6 | 4 | 0.6 | -1 | -2 | -1 | -2 | -10
COc1cccc(C2CC(c3cccs3)Nc3ncnn32)c1 (centres undefined) | 3 | 1 | 2 | 1 | -0.8 | -3 | -6 | 2 | -3 | 18
O=C(COC(=O)c1ccc(Cl)nc1)Nc1ccc2ccccc2c1 | -1 | -9 | -2 | -3 | -2.0 | . | 6 | 11 | . | .
COc1ccccc1NC(=O)Cc1csc(NC(=S)Nc2ccc(C)cc2)n1 | -16 | 11 | -2 | 5 | -0.6 | -56 | 9 | -2 | 1 | 27
Cc1cc(C(=O)CN2C(=O)NC(c3ccccc3)(c3ccccc3)C2=O)c(C)n1Cc1ccccc1 | 9 | 1 | 0 | -31 | -0.8 | -19 | 4 | -10 | 5 | 36
Cc1nn(Cc2c(Cl)cccc2Cl)c(C)c1N | -3 | 12 | -3 | 6 | -1.0 | 5 | -1 | -4 | 5 | 18
C=C1CCN([C@H](C(=O)OCc2cccc(C)c2)C(C)C)S(=O)(=O)c2ccccc21 | -6 | 8 | -8 | -3 | -1.1 | -16 | 1 | -8 | . | -1
COCc1cccc(C2=CC(=O)C[C@H](c3ccc(OC)cc3)C2)c1 | -23 | 2 | -3 | 9 | -0.8 | 2 | 2 | -1 | . | .
COc1ccc(-c2noc(COc3ccc(C)c(C)c3)n2)cc1OC | -41 | 2 | -4 | -12 | -0.7 | -3 | -3 | 3 | -5 | -4
CC(=O)CSc1nnc(C(F)(F)F)n1C | -1 | 0 | -4 | -1 | -0.7 | -2 | -4 | -3 | 3 | 16
COC(=O)c1ccc(CSc2n[nH]c(C)n2)o1 | -13 | -14 | -1 | 3 | -0.3 | 4 | 3 | -1 | -4 | 5
Additional entries
SMILES | SSB-PriA inh | CCHF vOTU inh | Anthrax LF inh2 | MazF activator | BoNT A protease | Rv3671c protease | PrPC surface inh | BoNT F protease | 3CLpro inhibitor | VHR inh abs
CSc1ccc(S(=O)(=O)NCC(=O)OCC(=O)N2CCC(C)CC2)cc1[N+](=O)[O-] | 7 | 15 | 1 | 0 | -0.8 | 1 | -22 | 0 | . | .
CCn1c(-c2ccc3[nH]c(C)c(C)c3c2)n[nH]c1=S | 10 | -16 | 0 | 5 | 0.6 | -3 | -6 | 1 | 3 | 18
CC(=O)C1C(=O)CC(C)(O)C(C(C)=O)C1c1ccc(N(C)C)cc1 (centres undefined) | -3 | 5 | 4 | -15 | -0.4 | -6 | -1 | -14 | 3 | 0
O=C(O)CCc1ccc(-c2ccc(F)cc2)n1NC(=O)c1ccco1 | -6 | 7 | 3 | 0 | 1.2 | 4 | -1 | -6 | -5 | 2
C/C(=N\N=C(N)N)c1ccc(Cl)c(Cl)c1 | . | -9 | -6 | 27 | 0.4 | -4 | -8 | 0 | -3 | 21
COc1cc(/C=C/CNC[C@H]2O[C@@H](n3ccc(N)nc3=O)[C@H](O)[C@@H]2O)ccc1O | . | 2 | -1 | 7 | 0.0 | . | -7 | -4 | . | .
Cc1ccccc1C(=O)Nc1ccc(C(=O)O)cc1NC(=O)c1ccccc1C | 4 | 10 | 11 | 9 | 0.9 | 7 | -3 | 13 | -5 | 7
COc1ccccc1N1CCN(c2nc(C)cc(C)c2C#N)CC1 | -7 | -2 | -13 | -1 | -4.5 | 7 | -2 | -1 | 3 | 21
CC1CN(c2ncc(/C=N/NC(=O)c3ccccc3O)s2)CC(C)O1 (centres undefined) | . | 21 | 0 | 2 | 0.0 | 6 | -5 | 0 | 1 | 29
CC1CCCN(Cc2c(O)ccc3c(=O)c(-c4ccc(Cl)cc4)coc23)C1 (centres undefined) | 0 | -18 | -15 | 5 | -3.8 | . | -4 | -8 | 1 | 15
CC1(C)CC(=O)C(N=Nc2ccc3ncsc3c2)=C(O)C1 | -11 | 14 | -1 | -3 | 0.2 | -1 | 3 | ? | -3 | 4
COc1ccc(CCNC(=O)Cn2nnc(C(=O)Nc3cc(C)ccc3C)c2N)cc1OC | -3 | 9 | 0 | -2 | 0.9 | 0 | 4 | 5 | 0 | 14
O=C(Nc1ncccc1O)C1CCN(S(=O)(=O)c2ccc3ccccc3c2)CC1 | 7 | 1 | -3 | 6 | 1.3 | -2 | 5 | -6 | . | .
CCCNc1nc(C)nc2c1cnn2CCc1ccccc1 | -20 | 8 | -1 | -2 | 0.0 | -7 | 3 | 3 | 4 | 6
CC(=O)N(Cc1cc(=O)[nH]c2ccccc12)c1ccccc1 | -2 | -1 | 0 | -6 | 0.4 | 4 | 3 | 1 | 4 | 28
O=C(COc1ccccc1Cl)NC(=S)Nc1ccccc1N1CCCC1 | 16 | 14 | 0 | 22 | 2.1 | -6 | 3 | 2 | 4 | 24
Cc1ccc(Cl)cc1N1C(=O)CC(C)(C)CC1=O | -9 | -3 | -7 | 3 | -0.7 | 8 | 0 | -3 | 2 | 6
Oc1nc(Nc2ccc(F)cc2)sc1/C=C1\C=Nc2ccccc21 | 0 | 21 | -3 | 10 | -0.5 | -6 | -1 | -7 | 2 | 10
CC(NC(=O)c1cccc(Cl)c1)C1CC2CCC1C2 (centres undefined) | -11 | -3 | -3 | 5 | 1.4 | 0 | 4 | 4 | 2 | 12
COc1ccc(OC)c(NC2c3ccccc3C(=O)N2Cc2ccc3c(c2)OCO3)c1 (centres undefined) | 22 | 10 | -25 | 2 | -0.5 | -4 | 5 | -20 | 5 | 6
CCCc1nc2ccccc2c(=O)n1/N=C/c1ccc(O)cc1 | . | 9 | 4 | 5 | 0.4 | -10 | -4 | 2 | 2 | 18
CCC(C)n1c(=N)c(C#N)cc2c(=O)n3cc(C)ccc3nc21 (centres undefined) | -5 | -24 | -1 | 7 | 0.3 | -9 | -12 | -1 | 2 | 0
COc1ccc(Cl)cc1NC(=O)c1cccc(N2C(=O)C3CC=CCC3C2=O)c1 (centres undefined) | 2 | 7 | -2 | -1 | -1.9 | -6 | -1 | -6 | 6 | 14
CCOC(=O)c1cc(C)n(-c2ccc(Cl)cc2)c1C | 1 | 7 | -9 | -17 | 3.2 | -1 | 11 | ? | 1 | 26
COc1ccccc1CC(=O)Nc1ccc(OC)c(OC)c1 | -18 | -5 | 3 | -4 | -0.3 | 5 | 0 | -6 | 3 | -5

Laid out differently: results already given
Order of results: SSB-PriA inh | CCHF vOTU inh | Anthrax LF inh2 | MazF activator | BoNT A protease | Rv3671c protease | PrPC surface inh | BoNT F protease | 3CLpro inhibitor | VHR inh abs
> CC(=O)C1C(=O)CC(C)(O)C(C(C)=O)C1c1ccc(N(C)C)cc1 (centres undefined)
 : -3 | 5 | 4 | -15 | -0.4 | -6 | -1 | -14 | 3 | 0
> CCCc1nc2ccccc2c(=O)n1/N=C/c1ccc(O)cc1
 : . | 9 | 4 | 5 | 0.4 | -10 | -4 | 2 | 2 | 18
> CC(NC(=O)c1cccc(Cl)c1)C1CC2CCC1C2 (centres undefined)
 : -11 | -3 | -3 | 5 | 1.4 | 0 | 4 | 4 | 2 | 12

Next section:
SMILES | SSB-PriA inh | CCHF vOTU inh | Anthrax LF inh2 | MazF activator | BoNT A protease | Rv3671c protease | PrPC surface inh | BoNT F protease | 3CLpro inhibitor | VHR inh abs
CCc1noc(C)c1C(=O)N1CCN(S(=O)(=O)c2ccc(C(C)C)cc2)CC1 | -12 | -3 | . | 6 | . | 7 | -6 | . | . | .
O=C(Nc1ccccc1C(=O)O)c1cccc(C(=O)Nc2ccccc2C(=O)O)c1 | -8 | 5 | -4 | -2 | -1.8 | 8 | 1 | 6 | 3 | 0
CCOc1ccc(NC(=O)CN(c2ccc(OC)cc2)S(C)(=O)=O)cc1 | -15 | 4 | -3 | 0 | -0.3 | -6 | -7 | 2 | 1 | -24
COc1ccc(/C=C/c2onc(C)c2S(=O)(=O)N2CCC(C(=O)N3CCCCCC3)CC2)cc1 | -1 | 14 | 0 | -4 | 0.3 | -5 | 6 | 3 | -2 | 0
COC(=O)C1C(=O)c2c([nH]c(C(=O)OC3CCCC3C)c2C)CC1C (centres undefined) | -2 | -2 | -2 | -5 | -1.1 | -4 | 9 | -1 | 3 | 19
COc1ccc(N2C(=O)NC(NS(=O)(=O)c3ccc(Cl)cc3)(C(F)(F)F)C2=O)cc1 (centres undefined) | -21 | 5 | -1 | 3 | 0.1 | 7 | 11 | 1 | -3 | 31
CN(C)CC1CC/C(=C\c2ccc(O)cc2)C1=O (centres undefined) | -7 | 11 | -2 | 13 | 0.6 | . | -2 | -2 | . | .
CN(c1ccc(C(=O)NCCSCc2ccccc2)cc1)S(=O)(=O)c1ccccc1 | -20 | -7 | -3 | -6 | 0.0 | -17 | 0 | -2 | 0 | -7
COc1ccc(S(=O)(=O)N2CCCC(C(=O)Nc3ccc(NC(=O)c4ccccn4)cc3)C2)cc1 (centres undefined) | -3 | -3 | -1 | 3 | 2.4 | -9 | 4 | 4 | 1 | 3
Cc1nn(-c2ccccc2)c2sc(C(=O)c3c(N)n(C)c(=O)n(C)c3=O)cc12 | -11 | -1 | 2 | 8 | 0.5 | -19 | -8 | 0 | -1 | -9
CC(=O)C[C@H](O)CC(=O)[C@H]1OC(=O)CCCCCCCCc2ccccc21 | 14 | 2 | 0 | 9 | -0.1 | -3 | -4 | -6 | . | .
